aSyn tox rescue – inhibitors of alpha-synuclein toxicity in yeast; Potency, µM (doses to about 46.1 µM), without a hit: at the top dose growth rescue (activation), usual class: activators; 94,000 tested, 0.02% active; S. cerevisiae alpha-synuclein toxicity rescue, BacTiter-Glo growth, 24 h; active means well fitted activation curve with a large enough effect; further: 0% is about no effect
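Growth restoration measured by BacTiter-Glo luminescence after 24 hr at 30 deg C; alpha-synuclein yeast, raffinose-pregrown to mid-log, were added at OD600=0.02 in galactose medium onto pinned compounds.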
The depositor's hits bear a star; & = joins results of further samples; [ ] = dose if it differs, or a comment. Potency means the concentration at half of the fitted maximal effect. The list is partial; rates above refer to the full screens.

molecule	aSyn tox rescue
O=C1c2ccccc2C(=O)N1c1ccc(Cc2ccncc2)cc1	7.0%
COc1cc(NC(=O)N2CCC(CN3CCCC3)CC2)cc(OC)c1OC	2.5%
CCc1ccc(S(=O)(=O)c2nnn3c2nc(NCCc2ccccc2)c2sccc23)cc1	-5.2%
CCOC(=O)c1ccc(NC(=O)CSc2nc3c(c(=O)n2C)SC(C)C3)cc1 (stereo unspecified)	0.7%
O=C(NCCCN1CCCC1=O)c1ccc(S(=O)(=O)Nc2cccc(C(F)(F)F)c2)cc1	2.9%
Cc1ccc(NC(=O)C2CC(=O)n3c(nc4ccccc43)N2)cc1C (stereo unspecified)	8.4%
CCc1ccc(CNC(=O)c2ccc3c(c2)c(C)c(C)n3Cc2ccccc2)cc1	0.4%
COc1ccc(NC(=O)C2=C(C)Nc3nc(SCc4ccccc4)nn3C2c2cc(OC)ccc2OC)cc1 (stereo unspecified)	4.7%
CN(Cc1ccc(F)cc1)C(=O)c1cccc(S(=O)(=O)NCc2ccccc2)c1	0.8%
CSc1ncc(C(=O)Nc2cc(C)cc(C)c2)c(-c2ccccc2)n1	-11.4%
O=C(CSc1nnc(-c2ccccc2)o1)NC1CC1	0.3%
COCCN(C(=O)COC(=O)c1ccccc1Cc1ccccc1)c1c(N)n(Cc2ccccc2)c(=O)[nH]c1=O	0.4%
O=C(NC1CCCC1)c1ccc(CSc2nc3ccncc3n2Cc2ccc(F)cc2)cc1	-0.3%&-4.7%
COC(=O)c1ccc(COc2cccc(C)c2C)cc1	-3.6%
CCCc1cnc2c(c1SCc1cccc(C)c1)c(=O)n(C)c(=O)n2C	-10.1%
COc1ccc(-c2cc3c(=O)n(CC(=O)Nc4cc(F)ccc4F)ccn3n2)cc1OC	-2.1%
Cc1ccc(Cn2c(=O)n(CCc3ccc(Cl)cc3)c(=O)c3ccccc32)cc1	10.0%
CC1CCCCN1C(=O)c1ccc2c(c1)N(Cc1ccc(Cl)cc1)C(=O)c1ccccc1S2=O (stereo unspecified)	12.6%
COC(=O)NCC(c1cccnc1)N1CCN(c2ccccc2)CC1 (stereo unspecified)	-0.8%
CCCCc1nn2c(=O)cc(COC(=O)c3cccc(NC(=O)c4cccc(C)c4)c3)nc2s1	3.5%

(listing goes on)
molecule	aSyn tox rescue
CSc1ccc(S(=O)(=O)NCCCOC(C)C)cc1	8.4%
CCCCN1C(=O)C(CC(=O)NC(c2ccccc2)c2ccccc2)CC(C(=O)N2CCOCC2)=C1C (stereo unspecified)	1.8%
COc1ccc(NC(=O)CCc2nc3c(C)nn(-c4ccc(C)cc4)c3n(C)c2=O)cc1	-5.9%
CCOC(=O)c1nc(Nc2ccccc2OC)c2ccccc2n1	-0.6%
CC(CNC(=O)c1cc(-c2ccccc2)n[nH]1)c1ccccc1 (stereo unspecified)	-12.4%
COc1ccc(NC(=O)C2CCN(S(=O)(=O)c3ccc4c(c3)CCCC(=O)N4)CC2)cc1OC	-4.5%
Cc1cc2oc(C(=O)Nc3ccc(S(N)(=O)=O)cc3)cc(=O)c2cc1C	4.0%
O=C(Cn1cnc(S(=O)(=O)N2CCCC2)c1)Nc1cccc(F)c1	2.2%
COc1cc(C2Nc3ccccc3NC3=C2C(=O)CC(c2ccc(OC)c(OC)c2)C3)ccc1O (stereo unspecified)	-4.9%
Cc1nn(C(C)C(=O)NC2CCC(C)CC2)c(=O)c2c1sc1ccccc12 (stereo unspecified)	14.0%
O=C(CSc1nnnn1C1CCCC1)N1CCCCC1	13.2%
COc1ccc(N(C(C)C(=O)Nc2ccc(S(=O)(=O)N3CCOCC3)cc2)S(C)(=O)=O)cc1 (stereo unspecified)	-1.9%
CCOc1ncccc1C(=O)OCC(=O)c1cccc(Br)c1	-6.6%
CCN(CC)S(=O)(=O)c1ccc(OC)c(NC(=O)C2CC(=O)N(c3ccc(C)cc3)C2)c1 (stereo unspecified)	-3.6%
CC(C)N(C(=O)c1cc2c(Cl)nc3ccccc3c2s1)C1CCCCC1	2.8%
CCOC(=O)C1CCC(CN(Cc2cccc(Br)c2)S(=O)(=O)c2ccc(Cl)cc2)CC1 (stereo unspecified)	-10.0%
CN(NC1OC(=O)c2ccccc21)c1ccccc1[N+](=O)[O-] (stereo unspecified)	3.0%
COc1ccccc1-c1n[nH]nc1C1=CC(=O)C[C@H](c2ccc(F)cc2)C1	-10.2%
CCN(CC)CCNC(=O)c1ccc2c(c1)N(Cc1ccccc1)C(=O)c1ccccc1S2=O (stereo unspecified)	-0.5%
O=C1CSC(c2cccnc2)N1c1cccc(Cl)c1 (stereo unspecified)	-3.4%

(continued)
molecule	aSyn tox rescue
CCOc1ccc(NC(=O)CN2CCN(c3ccc(Cl)cc3)CC2)cc1	8.1%
O=C(CN(C(=O)c1csnn1)c1ccc2c(c1)OCCO2)NCc1ccc(F)cc1	0.4%
CCOc1ccc(CCNC(=O)Cn2c(C)c3cnn(-c4ccccc4)c(=O)c3c2C)cc1	-5.5%
O=C(CN1C(=O)C2CC=CCC2C1=O)Nc1ccc(F)c(Cl)c1 (stereo unspecified)	-1.8%
CCN1C(=O)CS/C1=N\S(=O)(=O)c1ccc(Cl)cc1	11.1%
COc1cc(NS(=O)(=O)c2ccc3c(c2)CCN3S(C)(=O)=O)cc(OC)c1	-8.1%
Cn1cccc1C(=O)NCC1COc2ccccc2O1 (stereo unspecified)	-10.4%
COc1ccc(CN2C(=O)c3oc4ccc(F)cc4c(=O)c3C2c2ccc(O)cc2)cc1 (stereo unspecified)	-1.8%
Cn1ncc2c(NCc3ccc(Cl)cc3)ncnc21	-4.5%
Cc1ccc(NC(=O)C2CCCN(S(=O)(=O)c3c(C)noc3C)C2)cc1 (stereo unspecified)	-13.5%
O=C(NC(=S)Nn1cnnc1)c1ccc(F)cc1Cl	-1.4%
Cc1ccn2cc(CNC(=O)c3cccc(C(F)(F)F)c3)nc2c1	-4.0%
Cc1ccc(-c2ccc(CN3C(C(C)C)C(=O)N(Cc4cn(CCC5OCCO5)nn4)CCS3(=O)=O)cc2)cc1 (stereo unspecified)	25.6%
O=C(OCc1ccc(Br)cc1)c1cccnc1Cl	5.6%
CCCCCOc1ccc(/C=C/C(=O)Nc2sc3c(c2C(=O)OCC)CCC3)cc1OC	-3.0%
Cc1ccccc1-c1nc(CS(=O)(=O)CC(=O)NC(C)c2ccccc2)c(C)o1 (stereo unspecified)	2.1%
CC(C)Oc1ccc(CNC(=O)CCCn2c(=O)c3cccn3c3ccccc32)cc1	3.1%
Cc1cc(Cl)ccc1NC(=O)Cn1nnc2sc(-c3ccccc3)cc2c1=O	2.0%
COc1ccccc1NC(=O)CSC1=Nc2ccccc2C2=NC(Cc3ccccc3)C(=O)N12 (stereo unspecified)	-4.7%
COCCN=c1scc(-c2ccc3c(c2)NC(=O)CO3)n1/N=C(\C)c1ccc(O)cc1	-10.4%

(listing goes on)
molecule	aSyn tox rescue
C#CCSc1n[nH]c(=O)n1-c1cccc(C(F)(F)F)c1	-2.8%
Clc1ccc2c(NCc3ccccc3)ccnc2c1	9.5%
CCc1ccc(NC(=O)CSc2nc3n[nH]c(C)c3c(=N)n2-c2ccc(C)cc2)cc1	-6.5%
COC(=O)c1ccccc1S(=O)(=O)NNC(=O)C1COc2ccccc2O1 (stereo unspecified)	-0.2%
Cc1ccc(C)c(-n2nnc(-c3nc(-c4ccccc4C)no3)c2C)c1	3.7%
O=C(Nc1ccn([C@H]2CC[C@@H](CO)O2)c(=O)n1)c1ccccc1	0.6%
O=C1CCCN1c1ccc(S(=O)(=O)N2CCCCC2)cc1	3.1%
O=C(Nc1cc2c(cc1C(=O)c1cccc(Br)c1)OCCO2)c1ccccc1F	-7.7%
Cc1ccc(NC(=O)[C@H](Cc2ccccc2)N2Cc3ccccc3C2=O)cc1	5.7%
NS(=O)(=O)c1cccc(NC(=O)c2cc(-c3cccs3)nc3ccccc23)c1	7.3%
COc1ccc(-c2cn3nc(N4CCCC(C(=O)Nc5ccc(Cl)cc5C)C4)sc3n2)cc1 (stereo unspecified)	-4.7%
COc1ccccc1/C=C/C(=O)OCC(=O)Nc1ccc(Cl)cn1	-0.1%
COc1ccc(-c2noc(CCC(=O)Nc3cccc(C)c3C)n2)cc1OC	1.1%
Cc1ccc(NC(=O)CCSc2nc(-c3ccco3)cc(C(F)(F)F)n2)cc1F	6.2%
COCCN(C(=O)COC(=O)C(c1ccccc1)c1ccccc1)c1c(N)n(Cc2ccccc2)c(=O)[nH]c1=O	12.4%
CCCc1nnc(SCC(=O)Nc2ccc(C(=O)OCC)cc2)o1	0.6%
Cc1ccc(N(CC(=O)N2CCN(c3cc(Cl)ccc3C)CC2)S(=O)(=O)c2c(C)noc2C)cc1	6.3%
COC(=O)CSc1nc2sc3c(c2c(=O)n1-c1ccc(C)cc1)CC(C(C)C)OC3 (stereo unspecified)	-5.4%
CCOC(=O)C(C)Sc1nc(=O)n2ccccc2n1 (stereo unspecified)	-2.2%
COc1ccc(Cl)cc1NC(=O)c1c(NCc2cccnc2)sc2c1CCC(C)C2 (stereo unspecified)	-46.0%[inhibitor]

Exported field by field: 4 of the compounds above
> CCc1ccc(NC(=O)CSc2nc3n[nH]c(C)c3c(=N)n2-c2ccc(C)cc2)cc1
  aSyn tox rescue: -6.5%

> COC(=O)c1ccccc1S(=O)(=O)NNC(=O)C1COc2ccccc2O1 (stereo unspecified)
  aSyn tox rescue: -0.2%

> Cc1ccc(C)c(-n2nnc(-c3nc(-c4ccccc4C)no3)c2C)c1
  aSyn tox rescue: 3.7%

> O=C(Nc1ccn([C@H]2CC[C@@H](CO)O2)c(=O)n1)c1ccccc1
  aSyn tox rescue: 0.6%

Going on with the list.
molecule	aSyn tox rescue
CC(=O)Nc1cccc(NC(=O)C2(c3cccs3)CCOCC2)c1	6.3%
CC1CN(S(=O)(=O)c2cccc(C(=O)NCCC3=CCCCC3)c2)CC(C)O1 (stereo unspecified)	2.7%
Cc1ccccc1CCNC(=O)c1ccc(Cn2c(=O)c3cccn3c3cccnc32)cc1	-5.9%
Cc1cccc(NC(=O)CCNS(=O)(=O)c2cccc3nonc23)c1	1.6%
Cc1ccc(Cl)cc1NC(=O)Cn1c(SCC(=O)NCc2ccccc2)nc2ccccc21	1.5%
O=C(NCCc1ccccc1)c1ccc2nc(N3CCCCC3)sc2c1	2.9%
CCn1ncc(NC(=S)NCCc2ccc(OC)c(OC)c2)c1C(N)=O	5.5%
CCCC(=O)Nc1cc2nn(-c3ccccc3)nc2cc1C	-0.4%
COC(=O)c1cc2sc(C)cc2n1CC(=O)Nc1ccc(C)c(C)c1	4.5%
COC(=O)C1CCN(C(c2cccs2)c2sc3nc(C)nn3c2O)CC1 (stereo unspecified)	0.1%
O=C1CC(NS(=O)(=O)c2cc(F)ccc2F)CN1c1cccc(F)c1 (stereo unspecified)	-5.9%
O=C(NC1(C(F)(F)F)NC(=O)N(CCc2ccccc2)C1=O)c1ccccc1F (stereo unspecified)	17.1%
Cc1c(-c2nc(-c3ccccc3)no2)nnn1-c1cccc(C(F)(F)F)c1	0.8%
O=c1c2cnn(-c3ccc(Cl)cc3)c2ncn1Cc1cccc(C(F)(F)F)c1	2.5%
COc1cc(Br)cc(/C=N/NC(=O)Cc2ccc(C(F)(F)F)cc2[N+](=O)[O-])c1O	10.0%
COc1ccc(N(CC(=O)Nc2ccc(Cl)cc2C)S(=O)(=O)c2ccccc2)c(OC)c1	7.5%
COc1ccc(-n2nc(C(=O)NCC(=O)N3CCC(C(N)=O)CC3)c3ccccc3c2=O)cc1OC	-0.1%
CC(=O)c1cccc(NC(=O)c2ccccc2OCc2ccc(F)cc2)c1	1.2%
Cc1c(Cl)ccc2sc(NC(=O)CN3C(=O)c4ccccc4C3=O)nc12	14.2%
COc1ccc(NC(=O)Cn2nnc(C(=O)NCc3ccccc3Cl)c2N)cc1Cl	-8.6%

The list continues:
molecule	aSyn tox rescue
Cc1ccc(C)c(N2CCN(C(=O)CN3C(=O)COc4ccc(S(=O)(=O)N5CCCCCC5)cc43)CC2)c1	-13.7%
O=C(Cc1ccccc1)Nc1c(Cl)ccc2nsnc12	-7.3%
Nc1nn(-c2cccc(F)n2)cc1-c1ccc(Cl)cc1	-8.4%
COc1cccc(C2=CC(c3ccccc3F)n3ncc(C(=O)Nc4ccc(F)cc4)c3N2)c1 (stereo unspecified)	20.5%
Cc1ccc(N2CC(NC(=O)c3cccc(Cl)c3)CC2=O)cc1C (stereo unspecified)	3.5%
C[C@@H]1CN([C@@H](C)CO)C(=O)CCCn2nncc2CO[C@H]1CN(C)Cc1ccncc1	4.9%
COc1ccccc1CNC(=O)c1cc2cccc3c2n1CC(C)S3 (stereo unspecified)	6.8%
O=C(CSc1nc2c([nH]c3ccccc32)c(=O)n1-c1ccccc1)N1CCc2ccccc21	-3.8%
CCCCn1cc(C(C)(C)C)c(C#N)c1NC(C)=O	-3.3%
CCOc1ccccc1C(C(=O)NCCOC)N(CCOC)C(=O)Cn1nnc2ccccc21 (stereo unspecified)	3.3%
COc1ccc(Cl)cc1C(=O)NCCN1CCOCC1	-5.8%
CCCCCCN1C[C@@H](O)[C@H](n2cc(COC(=O)c3ccccc3)nn2)C[C@@H]1c1ccccc1	-7.8%
COc1ccc(CCN(C)C(=O)c2cc(S(=O)(=O)NCc3ccccc3)ccc2C)cc1OC	0.5%

Source: PubChem (National Center for Advancing Translational Sciences (NCATS))
